RNase H inhibition – RNase H inhibition, HIV 1 Gag Pol polyprotein, FRET biochemical assay, screening (AID 372) | HIV-1 RT RNase H, FRET RNA/DNA substrate fluorescence; higher % means a stronger effect | one-dose inhibition, % at 10 µM; IC50 in µM for titrated hits | 100,000 compounds, 0.77% hits; in the data active means inhibition above about 50%
Starred values were filed as active, the others as inactive. Only part of the results is shown (hit frequency here may not be typical).

canonical_smiles	RNase H inhibition
Cc1cccc(C)c1NC(=O)CSc1nnnn1-c1ccc(F)cc1F	6.0%
CCOC(=O)c1ccc(P(C)(C)=O)cc1	3.0%
Cc1c(Cl)cccc1N=Nc1c(-c2ccc([N+](=O)[O-])cc2)[nH]n(-c2ccccc2)c1=O	15.0%
C=CCc1cccc2cc(C(=O)OCC(=O)c3ccc(Br)cc3)c(=O)oc12	18.0%
COc1ccc(C(=O)OC(COc2ccccc2)Cn2ccnc2)cc1 (stereo not given)	2.0%
O=C(NC(=S)Nc1nc(-c2ccc(Br)cc2)cs1)c1ccc(F)cc1	17.0%
Cc1cc(Br)cc(C)c1NC(=O)c1cccnc1	2.0%
CCN(CC)CCN1C(=O)C(O)=C(C(C)=O)C1c1ccc([N+](=O)[O-])cc1 (stereo not given)	11.0%
C/C(=N/NC(=O)c1ccccc1)C1CC1	0.0%
O=C(Nc1cccc2ccccc12)C(=O)NC1CCCC1	7.0%
Cc1sc(NS(=O)(=O)c2ccc([N+](=O)[O-])cc2)nc1-c1ccc(Br)cc1	12.0%
CCOC(=O)c1c(NC(=O)C2CC2)sc(C(=O)Nc2ccc(OC)cc2OC)c1C	13.0%
Cc1occc1C(=O)Nc1ccc(C(=O)O)cc1	11.0%
CC(C(=O)O)N1C(=O)/C(=C/c2ccc(C(=O)O)cc2)SC1=S (stereo not given)	1.0%
Cc1cccc(NC(=O)/C(=C\c2ccc(C)o2)NC(=O)c2cccc(Cl)c2)c1	7.0%
Cc1ccc(C(=O)N/C(=C\c2cccc([N+](=O)[O-])c2)C(=O)NCc2ccncc2)cc1	0.0%
COc1ccc(/C=C2/SC(=S)N(C)C2=O)cc1O	43.0%
O=C(Nc1ccc(Oc2ccccc2)cc1)c1ccc(Cl)cc1Cl	10.0%
O=C1NC(=O)c2cc(N3C(=O)c4ccc([N+](=O)[O-])cc4C3=O)ccc21	8.0%
CCCC(=O)NC(c1cccc([N+](=O)[O-])c1)c1c(O)ccc2ccccc12 (stereo not given)	14.0%
Cc1cccc(C)c1OCCOc1ccccc1/C=C1\SC(=S)N(C)C1=O	13.0%
CCOc1ccc2noc3c2c1C(=O)c1ccccc1-3	0.0%
CCCCCC(=O)N/N=C/c1c(Cl)cccc1Cl	14.0%
CCOC(=O)C1=C(C)N=c2s/c(=C\c3ccc(OCc4cccc5ccccc45)c(OC)c3)c(=O)n2C1c1ccc(C)cc1 (stereo not given)	41.0%
CC(=O)CC(=O)NCc1ccc(Cl)cc1	7.0%
CCOc1ccc(C(=O)Nc2nc(-c3ccc(OC)c(Br)c3)cs2)cc1[N+](=O)[O-]	16.0%
COc1ccc(S(=O)(=O)Oc2cccc(C=C3C(=O)NC(=S)NC3=O)c2)cc1	15.0%
CCOC(=O)C1=C(C)N=c2s/c(=C\c3cc(Br)c(OCc4ccccc4)c(OCC)c3)c(=O)n2C1c1ccc(Cl)cc1 (stereo not given)	4.0%
CCC(=O)Nc1ccc2oc(-c3cccc(Cl)c3)nc2c1	1.0%
COc1cccc(NC(=O)c2ccco2)c1	0.0%

Some of the entries above, reformatted:
molecule: COc1ccc(/C=C2/SC(=S)N(C)C2=O)cc1O
  RNase H inhibition: 43.0%

molecule: O=C(Nc1ccc(Oc2ccccc2)cc1)c1ccc(Cl)cc1Cl
  RNase H inhibition: 10.0%

molecule: O=C1NC(=O)c2cc(N3C(=O)c4ccc([N+](=O)[O-])cc4C3=O)ccc21
  RNase H inhibition: 8.0%

Later entries.
canonical_smiles	RNase H inhibition
Cc1ccc2oc(-c3ccc(N=C/C=C/c4ccc(Cl)cc4)cc3)nc2c1	3.0%
Cc1ccc(S(=O)(=O)N(c2cccc(F)c2)S(=O)(=O)c2ccc(C)cc2)cc1	8.0%
COc1cc(C=O)ccc1OCCCCOc1ccc([N+](=O)[O-])cc1	7.0%
N#CCN(CC#N)C(=O)c1ccc([N+](=O)[O-])cc1Cl	0.0%
CCOC(=O)c1ccccc1NC(=O)CC1Sc2ccccc2NC1=O (stereo not given)	7.0%
Cc1c(C(=O)Nc2ccc(NC(=O)c3ccco3)c(Cl)c2)cccc1[N+](=O)[O-]	7.0%
O=C(CSc1nc2ccc([N+](=O)[O-])cc2s1)Nc1ccc(Br)cc1	10.0%
COc1ccc(Br)cc1/C=C/C(=O)Nc1ccc(NC(=O)c2ccco2)c(OC)c1	10.0%
COc1cc(C(=O)N2CCN(c3cccc(Cl)c3)CC2)c([N+](=O)[O-])cc1OC	0.0%
CCOc1ccc(/C=C2\SC(=S)N(c3ccc(OC)cc3)C2=O)cc1OC	6.0%
Nc1c(C(=O)c2ccccc2)sc2nc(C3CC3)cc(-c3ccccc3)c12	0.0%
COc1ccc(C2/C(=C(\O)c3ccc(Cl)cc3)C(=O)C(=O)N2c2cccnc2)c(OC)c1 (stereo not given)	11.0%
Cc1ccc(C(=O)N/C(=C\c2cccc3ccccc23)c2nc(=S)[nH][nH]2)cc1	17.0%
Cc1ccc(C(=O)Nc2ccc(Br)cc2)cc1	2.0%
O=C(c1cnn2c(C(F)(F)F)cc(-c3ccccc3)nc12)N1CCOCC1	9.0%
COc1cc(Br)c(C2C(C(=O)OC3CCCC3)=C(C)NC3=C2C(=O)CC(c2ccccc2)C3)cc1OC (stereo not given)	0.0%
COC(=O)C1=C(C)NC2=C(C(=O)CC(C)(C)C2)C1c1ccc(OC)cc1OC (stereo not given)	5.0%
Cc1ccccc1-n1c(SCC(=O)NC(c2ccccc2)c2ccccc2)nc(O)cc1=O	2.0%
CCOc1ccc(/C=N\NC(=O)c2cncc(Br)c2)cc1	0.0%
CC(Sc1ccc(Cl)cc1)C(=O)N(C)Cc1ccccc1 (stereo not given)	20.0%
Cc1cc(NC(=O)c2ccc3c(c2)C(=O)N(C(C)(C)C)C3=O)no1	7.0%
CCOc1ccccc1NC(=O)CN(c1cc(Cl)cc(Cl)c1)S(C)(=O)=O	13.0%
FC(F)(F)COc1nc(OCC(F)(F)F)nc(N2CCN(c3ccccc3)CC2)n1	0.0%
CCCCOc1cccc(C(=O)Nc2cccc(-c3nc4ccccc4o3)c2)c1	10.0%
CCSCCOC(=O)C1=C(C)NC2=C(C(=O)CC(c3ccc(Cl)cc3)C2)C1c1cc(OC)c(OC)cc1Br (stereo not given)	2.0%
CC(=O)Nc1ccc(C(=O)N2CCN(c3cccc(Cl)c3)CC2)cc1	16.0%
CC1=NN(c2ccc(S(N)(=O)=O)cc2)C(=O)/C1=C\c1ccc(-c2ccc([N+](=O)[O-])cc2)o1	63.0%*
CCOC(=O)c1cc2c(nc1N)COC(C)(C)C2	0.0%
CCOc1ccccc1C=Nc1cccc(C(N)=O)c1	5.0%
CCOC(=O)c1c(NC(=O)C(CC)Oc2ccccc2)sc2c1CCCC2 (stereo not given)	19.0%

Individual results from above:
RNase H inhibition with `N#CCN(CC#N)C(=O)c1ccc([N+](=O)[O-])cc1Cl` is entered as 0.0%
RNase H inhibition with `CCOC(=O)c1c(NC(=O)C2CC2)sc(C(=O)Nc2ccc(OC)cc2OC)c1C` is entered as 13.0%
RNase H inhibition with `Nc1c(C(=O)c2ccccc2)sc2nc(C3CC3)cc(-c3ccccc3)c12` is entered as 0.0%

Further compounds follow:
canonical_smiles	RNase H inhibition
Cc1ccc(/C=N/NC(=O)COc2c(Br)cc(Br)cc2Br)cc1	11.0%
CCCSc1nnc2c(n1)OC(c1ccc(Cl)c(Cl)c1)Nc1ccccc1-2 (stereo not given)	24.0%
O=C(Nc1ccccc1C(=O)NCCc1ccccc1)c1ccncc1	23.0%
COc1ccc2c(c1)CC/C2=N\OC(=O)c1cccc2ccccc12	13.0%
CCOC(=O)C1=C(C)N=c2s/c(=C\c3ccc(-c4ccc(Cl)cc4)o3)c(=O)n2C1c1ccc(OC)c(OC)c1 (stereo not given)	13.0%
COc1ccc(N=Cc2c(C)[nH]n(-c3ccccc3)c2=O)cc1	8.0%
Cc1cccc(/C=N\NC(=O)COc2ccc(-c3ccccc3)cc2)c1O	9.0%
Cc1ccc(S(=O)(=O)N2CCN(Cc3c[nH]c4ccccc34)CC2)cc1	13.0%
Fc1ccc(Cc2cnc(Nc3ccccc3)s2)cc1	24.0%
CS(=O)(=O)N(Cc1ccc(C(=O)N[C@@H]2C[C@H]3CC[C@@H]2C3)cc1)c1ccccc1	0.0%
CCN(CC)CCCCCCOc1cc(C)cc(C)c1	8.0%
CCOc1ccc(C(=O)Nc2ccc(C)cn2)cc1	10.0%
O=C1CS/C(=N/N=C/c2ccccc2)N1c1ccc(O)cc1	7.0%
CCN(CC)C(=S)SCCC(=O)NC(=O)Nc1ccc(F)cc1	7.0%
N#CC1=C(N)SC(N)=C(C#N)C1Cc1ccccc1	0.0%

Later entries:
Molecule,RNase H inhibition
CC1C2CC(CC1(C)C)N(C(=O)Nc1ccc3nccnc3c1)C2 (stereo not given),8.0%
Cc1cc(NC(=O)c2c(-c3c(Cl)cccc3Cl)noc2C)ccc1Br,12.0%
CC1CC(C)CN(C(=O)CCc2ccccc2)C1 (stereo not given),10.0%
CCN(CC)c1ccc(/C=C2\C(=O)NC(=O)N(Cc3ccccc3)C2=O)c(OC)c1,0.0%
O=C(Nc1cc(Cl)c(Cl)cc1Cl)c1sc2cc(Cl)ccc2c1Cl,18.0%
O=C1c2ccccc2NC(c2ccccc2O)N1c1ccc(Cl)cc1 (stereo not given),12.0%
O=C1/C(=C\C=C\c2ccco2)SC(=S)N1Cc1ccccc1,15.0%
O=C1C=CC(=O)N1c1ccc(-c2cc(-c3ccccc3)nc(-c3ccc(N4C(=O)C=CC4=O)cc3)n2)cc1,54.0%*
Cc1ccccc1NC(=O)C(C)NC(=O)C12CC3CC(CC(C3)C1)C2 (stereo not given),0.0%
CCOC(=O)C1=C(O)/C(=C/c2ccc(N(C)C)cc2)SC1=Nc1ccc(F)cc1,16.0%
Cc1cc(/C=N/O)c(C)n1-c1ccc(N(C)C)cc1,11.0%
CCOc1cccc(C(=O)Nc2ccc(-c3nc4cc(CC)ccc4o3)cc2)c1,4.0%
COC(=O)c1c(NC(=O)c2ccccc2[N+](=O)[O-])sc2c1CCC(C(C)(C)C)C2 (stereo not given),15.0%
CC(=O)OCCCNC(=O)/C(=C\c1ccc(Br)cc1)NC(=O)c1ccccc1,7.0%
Cc1cc(NCc2ccco2)nc2ccccc12,11.0%
OCCNCCCCCOc1ccccc1F,0.0%
COc1cc([N+](=O)[O-])ccc1NC(=S)NC(=O)c1ccco1,17.0%
O=C(Nc1ccc(Cl)c(-c2nc3ccccc3o2)c1)c1ccccc1[N+](=O)[O-],20.0%
Cc1n[nH]c(=S)n(/N=C/c2cccs2)c1=O,0.0%
CCCCCOC(=O)C1=C(C)NC(=O)NC1c1ccc(Cl)cc1Cl (stereo not given),24.0%

Reprinted at random: three compounds from above, in no set order.
Molecule,RNase H inhibition
O=C(Nc1cc(Cl)c(Cl)cc1Cl)c1sc2cc(Cl)ccc2c1Cl,18.0%
Cc1cc(NCc2ccco2)nc2ccccc12,11.0%
O=C1C=CC(=O)N1c1ccc(-c2cc(-c3ccccc3)nc(-c3ccc(N4C(=O)C=CC4=O)cc3)n2)cc1,54.0%*

Next section
Molecule,RNase H inhibition
CCOc1ccc(C2C3=C(CC(C)(C)CC3=O)OC3=C2C(=O)CC(C)(C)C3)cc1,13.0%
CCOC(=O)C1=C(C)N=c2s/c(=C\c3ccc(-c4ccc(OC)cc4[N+](=O)[O-])o3)c(=O)n2C1c1ccc(Cl)cc1 (stereo not given),3.0%
CS(=O)(=O)N(CC(=O)NCCc1ccccc1)c1cccc(C(F)(F)F)c1,1.0%
O=C(N/N=C/c1cccc2ccccc12)C(=O)Nc1ccc(Br)cc1,14.0%
CCOC(=O)c1ccc(NC(=O)CCCCCN2C(=O)/C(=C/c3ccc(Cl)cc3)SC2=S)cc1,11.0%
Cc1oc2c(CN(CC(C)C)CC(C)C)c(O)ccc2c(=O)c1-c1nc2ccccc2s1,0.0%
NC(=O)c1c(NC(=O)c2cccc(Cl)c2)sc2c1CCCC2,4.0%
CCCOc1ccc(C(=O)NC(=S)Nc2ccc3ccccc3c2)cc1,10.0%
Cc1ccc2cc(C3=C/C(=C/c4ccc(OCc5ccccc5Cl)cc4)C(=O)O3)ccc2c1,8.0%
CC(=O)C(C(C)=O)C(c1ccc(C)o1)c1ccc(C)o1,0.0%
CCCOC(=O)C1=C(C)NC2(O)c3ccccc3C(=O)C12O (stereo not given),3.0%
COCCOC(=O)C1=C(C)Nc2ccccc2S1,0.0%
CC(=Nc1ccc(C)cc1)c1cc(Cl)ccc1O,29.0%
CCOC(=O)c1cc(CC)sc1NC(=O)c1ccc2c(c1)OCO2,9.0%
COc1ccc(-n2c(=S)[nH]c3sc4c(c3c2=O)CCC(C(C)(C)C)C4)cc1 (stereo not given),11.0%
COc1ccc(/C=C/C(=O)NCCSCc2ccccc2)cc1OC,6.0%
Cc1cccc(C2C3=C(CC(C)(C)CC3=O)N=C3c4ccccc4C(=O)C32)c1 (stereo not given),0.0%
O=C1CN(S(=O)(=O)c2ccc3c(c2)C(=O)c2ccccc2-3)CC(=O)N1,13.0%
CCOC(=O)C1=C(C)N=c2s/c(=C\c3ccc(F)cc3)c(=O)n2C1c1cc(OC)ccc1OC (stereo not given),5.0%
N#Cc1ccc(NC(=O)c2ccccc2)cc1,0.0%
CN=C(NOCc1ccccc1)c1nonc1N,3.0%
Cc1ccc(-c2cc(C(F)(F)F)n3nc(C(=O)NCc4ccco4)cc3n2)cc1,3.0%
COc1ccc(CCN2C(=O)/C(=C\c3ccccc3Cl)SC2=S)cc1OC,0.0%
Nc1ccc(C(c2ccccc2)c2ccc(N)c(Cl)c2)cc1Cl,23.0%
O=[N+]([O-])c1ccccc1CNc1ccccc1,0.0%
CCOC(=O)c1ccc(NC(=O)c2c([N+](=O)[O-])cnn2C)cc1,1.0%
CCCC(C)C(=O)Nc1cc(C)cc(C)c1 (stereo not given),0.0%
COC(=O)c1c(NC(=O)c2ccc(OC)c(I)c2)sc2c1CCCC2,9.0%
Cc1ccc(OCC(=O)NNC(=O)c2ccc(Cl)cc2Cl)c(C)c1,5.0%
Cc1ccccc1C(=O)Nc1sc2c(c1C(=O)NCc1ccco1)CCC2,11.0%
Cc1nn(C(=O)c2ccccc2)c(C)c1Cl,19.0%
